Screens deposited in PubChem by National Center for Advancing Translational Sciences (NCATS).
HepG2 viability: kills HepG2 cells in TGF-b inhibitor counter-screen | HepG2 CAGA-GFP viability, ATP luminescence, 18 h | Potency, µM (highest dose often 46.1 µM), for the others: top-dose activity change, negative = cytotoxicity, usual class: cytotoxic | actives 0.76% (n = 410,000) | AID 588856; also: potency is read from the fitted curve at half-maximal effect; some results filed as inactive show a strong effect at the top dose
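CellTiter-Glo luminescence gave cytotoxicity after 18 hours at 37 degrees C. The cells were HepG2 CAGA-GFP in 1% FBS DMEM, stimulated with 500 pg/mL TGF-beta after compound addition. %Activity was normalised to no-cell wells (complete cell-killing) and DMSO (no toxicity), and curves were fitted and classified.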
ATXN2 expr inh: ATXN2 expression inhibition; HEK-293 ATXN2-luciferase reporter, luminescence, 24 h; actives 0.72% (n = 360,000); Potency, µM (series often up to 57 µM), without a hit: at the highest dose activity change, negative = inhibition, usual class: inhibitors; also: potency is read from the fitted curve at half-maximal effect; % is scaled to controls: 0 for no effect and ±100 for the full control effect; nearly all actives have a fitted effect of over 55% in size
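qHTS (up to 57 uM final) was run with 24 h compound exposure of reporter cells at 37 °C. Each well was multiplexed: SteadyGlo luminescence measured ATXN2-luciferase expression after a fluorogenic Gly-Phe-AFC viability readout (25 uM final).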
A549 viability: kills or reduces viability of A549 cells in Nrf2 counter-screen | A549 ARE-Fluc cells, CellTiter-Fluor viability, 18-24 h | Potency, µM (doses to about 46 µM), without a hit: top-dose activity change, negative = cytotoxicity, usual class: inhibitors | actives 0.16% (n = 390,000) | AID 504648; also: potency is read from the fitted curve at half-maximal effect; % is scaled to controls: 0 for no effect and ±100 for the full control effect
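A549 ARE_Fluc cells in 5% FBS OPTI-MEM were exposed to compounds in concentration-response for 18-24 h at 37 deg C. Viability was read by CellTiter-Fluor fluorescence (Ex 405/Em 525) after 30 min, before the luciferase read.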
IL2 activator: IL-2 activation. IL-2 activation reporter assay, cell-based qHTS; stimulated with anti-CD3/CD4/CD28 beads; in transgenic mouse T cells. activation, % (series mostly up to about 46 µM). actives 0.065% (n = 360,000). AID 652025; in the data active = activation above about 50%; inconclusive = mostly about 30% to 49%; also: 0% is about no effect
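Readout: EGFP and DsRed signals by fluorescent plate cytometry. Unstimulated transgenic mouse T cells received compound 60 min before antibody-bead stimulation, then incubated 18 h at 37 degrees C.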
Nrf2 inh: Nrf2 pathway inhibition; A549 ARE-Fluc reporter, luciferase luminescence, 18-24 h; Potency, µM (doses to about 46 µM), inactives show at the top dose activity change, negative = inhibition, hits mostly inhibitors; actives 2.1% (n = 360,000); also: potency is read from the fitted curve at half-maximal effect; % is scaled to controls: 0 for no effect and ±100 for the full control effect; nearly all actives have a fitted effect of over 60% in size
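Reporter: ARE-Fluc in A549. Exposure: 18-24 h, 37 °C, 5% CO2, 5% FBS OPTI-MEM. Readouts: fluorescent cytotoxicity (CellTiter-Fluor), then luminescent Nrf2 signal after BugLite.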
Nrf2 ARE act: activates Nrf2 signaling; AREc32 ARE-luciferase reporter (MCF7-derived line), luminescence, 24 h; Potency, µM (series often up to 46.1 µM), for the others: at the highest dose activation, hits mostly activators; actives 0.31% (n = 410,000); AID 624171; also: potency is read from the fitted curve at half-maximal effect; % of control where 0% means no effect; nearly all actives have a fitted effect of over 65% in size
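Luciferase luminescence (Steady-Glo, 30 min at room temperature) served as the read-out of ARE activation in AREc32 cells treated with compounds for 24 hr at 37 deg C.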
EPAC2 ag: EPAC2 (human) agonism; actives 0.079% (n = 360,000); Potency, µM (highest dose often 154 µM), for the others: at the highest dose activation, most hits filed as activators; AID 720711; Q8WZA2; EPAC2 activation, biochemical qHTS; response scale: 100% = 6.5 mM cAMP response; also: potency is read from the fitted curve at half-maximal effect; nearly all actives have a fitted effect of over 50% in size
Target sequence (Q8WZA2 whole entry, looked up): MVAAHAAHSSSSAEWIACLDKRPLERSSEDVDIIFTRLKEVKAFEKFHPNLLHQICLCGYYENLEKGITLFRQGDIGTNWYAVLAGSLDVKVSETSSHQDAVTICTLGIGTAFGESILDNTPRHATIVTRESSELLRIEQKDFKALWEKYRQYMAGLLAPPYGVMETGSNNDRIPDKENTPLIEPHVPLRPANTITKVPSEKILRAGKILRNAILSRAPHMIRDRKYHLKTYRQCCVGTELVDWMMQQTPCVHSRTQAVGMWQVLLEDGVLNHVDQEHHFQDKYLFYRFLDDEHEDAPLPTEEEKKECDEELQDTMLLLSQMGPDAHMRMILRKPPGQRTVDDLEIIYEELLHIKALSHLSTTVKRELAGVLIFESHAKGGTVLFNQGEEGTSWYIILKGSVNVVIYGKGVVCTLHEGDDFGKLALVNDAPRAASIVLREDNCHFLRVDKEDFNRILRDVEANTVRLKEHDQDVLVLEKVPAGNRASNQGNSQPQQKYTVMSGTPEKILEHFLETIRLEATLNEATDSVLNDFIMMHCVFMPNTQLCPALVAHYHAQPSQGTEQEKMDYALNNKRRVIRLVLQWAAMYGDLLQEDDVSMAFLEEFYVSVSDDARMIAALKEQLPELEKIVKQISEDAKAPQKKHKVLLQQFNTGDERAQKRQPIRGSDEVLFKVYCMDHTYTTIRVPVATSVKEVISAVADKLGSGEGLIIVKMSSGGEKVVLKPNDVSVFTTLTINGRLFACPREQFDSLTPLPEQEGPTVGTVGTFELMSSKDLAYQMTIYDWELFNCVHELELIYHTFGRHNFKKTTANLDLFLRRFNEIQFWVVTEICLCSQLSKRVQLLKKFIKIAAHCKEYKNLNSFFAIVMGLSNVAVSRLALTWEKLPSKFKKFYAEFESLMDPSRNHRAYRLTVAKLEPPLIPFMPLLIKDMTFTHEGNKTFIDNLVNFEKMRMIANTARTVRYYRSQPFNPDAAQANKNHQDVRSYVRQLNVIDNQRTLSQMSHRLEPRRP
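Setup: EPAC2 100 nM, labeled Rap1B complex 250 nM, free GDP 50 uM. Compound titrations pinned in, brief spin, 5 min room temperature incubation. Kinetic fluorescence read over 30 min, normalized to 6.5 mM cAMP.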
ATXN viability: cell viability loss in ATXN counter-screen; S2 cells (HEK-293 line with an ATXN2-luciferase reporter) viability, CellTiter-Fluor protease fluorescence, 24 h; Potency, µM (highest dose often 56.7 µM), most hits filed as cytotoxic; actives 0.49% (n = 400,000); AID 651635; also: potency is read from the fitted curve at half-maximal effect; nearly all actives have a fitted effect of over 40% in size
TGFb inhibitor: TGF-b pathway inhibition. HepG2 CAGA-GFP TGF-b/SMAD3 reporter, GFP fluorescence, 18 h; TGF-beta stimulated, 500 pg/mL final. actives 1.2% (n = 410,000). AID 588855. Potency, µM (top dose mostly 46.1 µM), for inactives: at the highest dose activity, negative = inhibition, most hits filed as inhibitors; also: potency is read from the fitted curve at half-maximal effect; % is scaled to controls: 0 for no effect and ±100 for the full control effect; nearly all actives have a fitted effect of over 65% in size
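Cell-based qHTS in HEPG2 carrying a CAGA-GFP Smad reporter; compounds added before 500 pg/mL final TGF-beta, 18 h incubation at 37 degrees C, GFP fluorescence quantified per cell by imaging cytometry.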
* hit, by the source's call; i = inactive; ? = inconclusive; · = not tested or not shown; & = joins results of further samples. Unless noted, calls follow the shape of the dose curve; as a rule, active = well fitted curve in the direction sought with a large enough effect; inconclusive = small, poorly fitted or top-dose-only effect, or another doubt; inactive = no such curve, though single readings can be large; an effect the other way counts as inactive or inconclusive.

molecule | HepG2 viability | ATXN2 expr inh | A549 viability | IL2 activator | Nrf2 inh | Nrf2 ARE act | EPAC2 ag | ATXN viability | TGFb inhibitor
O=C(O)CCN1C(=O)c2ccc(Oc3ccc([N+](=O)[O-])cc3)cc2C1=O | -10.7% | -3.1% | -8.9% | -0.7 | -19.2% | 0.7% | -3.1% | i | -0.4%
COC(=O)c1cc(Br)c(=O)n(Cc2ccc(OC)c(OC)c2)c1 | -21.3% | 8.1% | -10.6% | -0.3 | ? | 0.0% | 11.3% | i | -5.1%
COCCNC(=O)C1CCCN(Cc2cccc(C#N)c2)CC1 (stereo not given) | 5.2% | 19.5% | · | 0.6 | · | -0.4% | 2.0% | i | -1.5%
COc1cc(C(=O)N/N=C/c2ccc(OC(=O)c3ccccc3Cl)c(OC)c2)ccc1O | -30.9% | -10.3% | -1.6% | -4.1 | 1.46µM* | 3.2% | 8.8% | i | -15.1%
COc1cc2cnc(CCCC#N)cc2cc1OC | 12.3% | -1.5% | 6.8% | -2.2 | -10.8% | 0.1% | 7.2% | i | 0.8%
COc1ccc(NC(=O)CCn2nc(-c3ccccc3OC)c3c(C)cc(C)nc32)cc1 | -38.3% | · | -5.2% | · | -15.1% | 0.8% | · | · | ?
CCOc1ccsc1C(=O)NNC(=O)c1ccco1 | -18.6% | -10.3% | 7.5% | -0.5 | 8.0% | ? | 5.7% | i | -16.5%
COc1cccc(C(=O)N2CCCN(C)CC2)c1OC | 1.3% | 9.8% | 1.1% | -0.3 | 1.9% | 0.6% | 6.9% | i | 15.6%
C/C(=N\NC(=O)Cn1nnc2ccccc21)c1ccco1 | -6.4% | 0.8% | 13.7% | 0.8 | 0.7% | 24.9% | 9.9% | i | -9.6%
COC(=O)c1ccc2c(=O)n(CCCCCC(=O)NCc3ccccc3)c(=O)[nH]c2c1 | -3.6%&0.5% | 0.3% | ? | 3.9 | 21.7% | -0.7%&0.1% | -1.9% | i | 10.3%&3.0%
CN(C)S(=O)(=O)c1cccc(C(=O)N2CCN(Cc3ccccc3)CC2)c1 | -26.1% | -0.2% | 12.5% | 0.1 | -11.3% | -0.7% | 1.3% | i | 1.7%
O=S(=O)(c1ccc2ccccc2c1)N1CCN(c2nc(-c3ccccc3)nc3ccccc23)CC1 | 23.9% | · | 9.0% | · | ? | · | · | · | -4.4%
CCN(CC)S(=O)(=O)c1ccc2nc(COC(=O)c3n[nH]c4ccccc34)[nH]c2c1 | -8.5% | -2.4% | 0.0% | -0.1 | -20.3% | 1.6% | 1.2% | i | -12.3%
COCCN=C1N[C@@H](c2ccc(Br)cc2)C(C(=O)OC)=C(C)N1Cc1ccccc1 | -72.5% | ? | 6.3% | -0.6 | 6.1% | -2.4% | 7.3% | ? | 10µM*
COc1ccc(C(=O)Nc2ccc(C)cc2C(=O)c2ccccc2)c(OC)c1 | -4.5% | -10.5% | 20.0% | -0.5 | -13.1% | -0.2% | 8.2% | i | -7.8%
COc1ccc(OC)c(NS(=O)(=O)c2cc(OC)ccc2OC)c1 | -34.6% | 2.6% | 2.3% | -0.2 | 15.2% | -0.2% | 7.2% | i | 1.5%
Cc1ccnc(NC(=O)C2CCN(S(=O)(=O)c3ccc(C)c(C)c3)CC2)c1 | -5.4% | 17.8% | -2.9% | -0.9 | -13.0% | 2.8% | 2.1% | i | -5.3%
COc1cc(NC(=O)CSc2nc3nc(C)c(Cc4ccccc4Cl)c(C)n3n2)cc(OC)c1 | -21.4% | -9.4% | 2.1% | · | · | -0.1% | · | i | -17.6%
COc1ccc(CCNC(=O)C2CCN(S(=O)(=O)c3ccc(NC(C)=O)cc3)CC2)cc1OC | 4.8% | 4.9% | 4.7% | -0.4 | 0.8% | 0.1% | 10.1% | i | 5.0%
O=C(O)c1ccc(-n2cccc2)cc1O | -2.9% | -11.6% | -9.6% | -1.1 | 20.5% | 0.0% | 0.7% | i | -1.0%
Cc1cccc(-n2ccnc2CN2CCN(C(C)C)C(CCO)C2)c1 (stereo not given) | -10.1% | 5.2% | 1.2% | -3.0 | -5.8% | -0.5% | -1.6% | i | 2.2%
CCOC(=O)C(=O)C1=CN(Cc2ccccc2)C=C(C#N)C1 | -0.3% | 7.2% | -2.4% | 0.0 | -12.3% | -0.7% | 6.2% | i | 7.5%
Cc1ccc2c(c1)c1c(c(=O)n(Cc3ccccc3)c(=O)n1Cc1cccc(C(F)(F)F)c1)n2C | -16.1% | 9.3% | 1.6% | · | 7.2% | -0.4% | · | i | -1.5%
COc1ccc(CC(=O)NCc2cccc(CNC(=O)Cc3ccc(OC)c(OC)c3)c2)cc1OC | -2.9% | 4.5% | -0.7% | -0.3 | 4.5% | 0.1% | 4.9% | i | -13.3%
COc1ccc(NC(=O)c2ccc(S(=O)(=O)N3CC(C)OC(C)C3)cc2)cc1 (stereo not given) | 12.0% | -13.8% | 1.0% | 2.0 | ? | -1.1% | -11.6% | i | -5.7%
CCOC(=O)c1cc([N+](=O)[O-])sc1NC(=O)CC | -0.8% | -10.0% | 3.2% | -0.4 | 0.8% | 7.3% | 6.0% | i | 0.0%
COc1ccc(N(CC(=O)NC2CCCC2)C(=O)Cn2nnc(-c3ccc(C)cc3)n2)cc1OC | 0.2% | -4.8% | -8.4% | -2.2 | 7.6% | -0.3% | -5.8% | i | -0.3%
Cc1cc2oc(=O)cc(CN(C)Cc3cccc(F)c3)c2cc1C | -1.7% | 36.6% | 0.2% | -3.6 | 12.4% | -0.2% | 11.6% | i | -21.5%
O=C(NCc1ccc(F)cc1)c1cc(Sc2ccc(F)cc2F)nc2ccccc12 | -35.6% | · | 0.0% | · | · | 7.7% | · | · | -9.6%
O=C(Nc1nnc(-c2ccccc2SCc2ccccc2)s1)Nc1ccccc1F | 6.6% | 15.1% | -2.0% | -3.2 | 16.8% | 4.5% | -4.5% | ? | 1.3%
CCc1ccc(NC(=O)CSc2ncc(S(=O)(=O)c3cc(C)ccc3C)c(=O)[nH]2)cc1 | -28.3% | 7.8% | 0.7% | · | -4.3% | -1.5% | · | i | -10.3%
O=C(CSc1ncccn1)NC1CCCc2ccccc21 (stereo not given) | 0.6% | 27.8% | 2.1% | 0.8 | -3.0% | -0.8% | 7.3% | i | -14.6%
O=C(NCCc1c[nH]c2ccccc12)/C(=C/c1cccnc1)NC(=O)c1ccco1 | -4.7% | -36.1% | 1.1% | 0.3 | 4.0% | 0.5% | 13.9% | i | -3.1%
O=C(C1CCN(C2CC(=O)N(c3ccc(F)cc3)C2=O)CC1)N1CCOCC1 (stereo not given) | -2.7% | -7.6% | 2.6% | -3.0 | · | -0.4% | -7.0% | i | -6.0%
O=C1CC(c2ccccc2)C(C(=O)Nc2ccccc2F)N1 (stereo not given) | 7.7% | 5.7% | -9.4% | 4.7 | 0.9% | 0.0% | 6.2% | i | -4.8%
COc1ccc(NC(=O)CN2C(=O)c3cccnc3Sc3ccccc32)cc1OC | -5.9% | 3.0% | -4.1% | · | 26.0% | 8.3% | · | i | -10.9%

Single entries from above.
CCc1ccc(NC(=O)CSc2ncc(S(=O)(=O)c3cc(C)ccc3C)c(=O)[nH]2)cc1 | A549 viability: 0.7%
O=C(Nc1nnc(-c2ccccc2SCc2ccccc2)s1)Nc1ccccc1F | IL2 activator: -3.2

(listing goes on)
molecule | HepG2 viability | ATXN2 expr inh | A549 viability | IL2 activator | Nrf2 inh | Nrf2 ARE act | EPAC2 ag | ATXN viability | TGFb inhibitor
CCN(CC)S(=O)(=O)c1ccc(NC(=S)Nc2ccccc2)cc1 | 7.7% | · | -0.4% | 0.5 | 7.7% | 0.1% | 0.3% | ? | 0.2%
Cc1ccccc1NC(=O)CSc1ccc(-c2cccs2)nn1 | -14.1% | · | 15.3% | · | ? | 6.9% | · | · | 0.0%
CCc1ccc(C(=O)COC(=O)C(CCSC)NC(=O)C23CC4CC(CC(C4)C2)C3)cc1 (stereo not given) | 3.1% | 6.9% | -1.6% | 0.4 | 14.0% | 1.4% | 1.7% | i | 0.8%
CC1=N/C(=C/c2cccnc2)C(=O)O1 | -0.8% | 2.8% | 0.0% | -0.9 | 3.3% | -0.3% | -0.4% | i | -8.1%
COc1cccc2c1OCC(C(=O)OCc1cccnc1)=C2 | -3.7% | -24.2% | -3.9% | 0.0 | -4.5% | 0.8% | -0.4% | ? | 9.0%
CCN(c1cccc(C)c1)c1ncnc2nc[nH]c12 | 14.5% | 7.0% | -1.6% | -1.7 | -20.1% | -1.9% | 9.1% | i | 3.2%
COc1cc(/C=N/N(C)C)cc(Br)c1O | 4.4% | -12.3% | 5.2% | 0.1 | 4.6% | 0.4% | 5.0% | i | -0.7%
COC(=O)c1c(NC(=O)C(C)C)sc2c1C(C(=O)OC)CC2 (stereo not given) | -30.2% | 0.2% | -0.6% | -1.2 | 7.8% | -0.4% | -1.7% | i | -17.6%
COc1ccc(C(=O)Nc2cccc(C(=O)N3CCCC3)c2)cc1 | -22.3% | 3.8% | -12.7% | -2.4 | 7.1% | -0.1% | -7.2% | ? | 6.8%
Cc1nc2ccccn2c1C(=O)NCc1ccc2c(c1)OCO2 | -31.3% | -19.0% | 7.3% | -1.7 | -12.2% | -0.1% | -3.3% | i | -29.7%
Cc1nc(SCC(=O)Nc2ccccc2F)[nH]c(=O)c1Cc1ccccc1 | 2.8% | · | -0.2% | · | 3.3% | 0.9% | · | · | ·
